Rab7 wt modul: modulators of GTP binding to dog Rab7 wildtype GTPase; GTP binding activity (percent of control), % at 10 µM; GST-Rab7 beads, fluorescent GTP binding, flow cytometry; actives lie on both sides; untreated = 100%, excess cold GTP = 0%; AID 758; hit rate 0.055% among 190,000;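 active = fluorescent GTP binding to Rab7 beads changed by at least 20 points from the 100% baseline, either direction, mostly lower; inconclusive = compound itself probably fluorescent, or too few beads counted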;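 also: median green fluorescence of bound Bodipy-FL-GTP per Rab7 bead population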
Cdc42 wt GTP: changes GTP binding to wildtype human Cdc42 | P60953 | GST-Cdc42 beads, Bodipy-GTP binding, flow cytometry; actives lie on both sides | percent activity (GTP binding), % at 10 µM | hit rate 0.2% among 190,000 | AID 761;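 active = percent activity GTP binding at least 20 points away from the 100% baseline, either down as inhibitor or up as activator; inconclusive = compound flagged as likely green fluorescent from well-wide comparison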;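 also: median bead fluorescence of bound Bodipy-FL-GTP at 100 nM; 0% = excess unlabeled GTP control and 100% = no compound control; below 100% means less GTP binding so inhibitor and above means activator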
Avidin fluor: avidin bead compound fluorescence profile | Avidin beads, compound fluorescence 488/530 nm, flow cytometry; active compounds read high | fluorescence (KMESF) at 10 µM | hit rate 0.38% among 220,000; in the data active = fluorescence above about 47; also: inactives centre near 10
HRas wt GTP bind: changes GTP binding to wildtype human HRas | GST-Ras wt beads, Bodipy-FL-GTP binding, flow cytometry; actives lie on both sides | AID 759 | hit rate 0.14% among 190,000 | P01112 | GTP binding activity, % at 10 µM;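 active = GTP binding activity at least 20% away from the 100% baseline, either lowered as inhibitor or raised as activator; inconclusive = flagged as likely green fluorescent, judged across all proteins in the well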;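 also: 0% = unlabeled GTP competition control and 100% = no-compound control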
Pf gametocyte: kills late stage P. falciparum gametocytes; P. falciparum stage V gametocytes, ATP luminescence, 24 h; inhibition, % at 10.9 µM; hit rate 0.065% among 150,000; AID 743093;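 active = inhibition above the mean plus 3 SD of compounds within the control limits, set per campaign, cut at about 38% in these data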;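 also: 0% = DMSO wells and 100% = medium only without gametocytes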
ABCB1 inh: blocks JC-1 efflux by human ABCB1 transporter | CCRF-Adr cells, flow cytometry | hit rate 0.067% among 190,000 | AID 1326 | inhibition, % at 6.6 µM; in the data active = inhibition above about 40%;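 also: 0% = vehicle and 100% = reference inhibitor; higher value means more JC-1 retained so stronger ABCB1 efflux block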
Mcl1-Noxa inh: Mcl-1/Noxa interaction inhibition | hit rate 1.5% among 220,000 | AID 1022 | TR-FRET Mcl-1/Noxa peptide binding, 2 h | inhibition, % at 21.7 µM | Q07820;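 active = compounds that cut the protein-peptide binding signal by more than 50% relative to plate controls in a single-dose test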;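 also: His-tagged Mcl-1 with rhodamine Noxa BH3 peptide and terbium anti-His antibody; 0% = Mcl-1 plus Noxa peptide wells and 100% = peptide-only wells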
ABCG2 block: inhibitors of human ABCG2 transporter, ABCB1 counter-screen; inhibition, % at 6.6 µM; hit rate 0.1% among 190,000; IgMXP3 cells, JC-1 efflux, flow cytometry;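 active = inhibition above 80%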;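 also: 0% = DMSO and 100% = nicardipine control wells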
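Incubation: cells with compound and JC-1, 10 min at 25 °C, rotating, no wash / Test system: IgMXP3 (ABCG2) plus far-red-tagged CCRF-Adr (ABCB1) cells / Compound dosing: one concentration, 6.6 µM final / Also added: JC-1 fluorescent substrate / Evaluation: efflux inhibition in percent versus controls / Detection: flow cytometry, 530 nm JC-1 signal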
Rac1 act GTP bind: alters GTP binding to activated mutant human Rac1 | P63000 | GST-Rac1 activated beads, fluorescent GTP binding, flow cytometry; actives lie on both sides; 100% means binding = to untreated wells | percent activity (GTP binding), % at 10 µM | hit rate 0.11% among 190,000;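 active = GTP binding at least 20 percentage points away from the 100% baseline, in either direction, so actives lie on both sides; inconclusive = Compound likely fluorescent itself, or too few beads counted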
Rac1 wt modul: alters GTP binding to wildtype human Rac1; P63000; AID 757; hit rate 0.27% among 190,000; GST-Rac1 beads, fluorescent GTP binding, flow cytometry; actives lie on both sides; 0 = cold GTP competed, 100 = untreated; GTP binding activity (% of control), % at 10 µM;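 active = GTP binding activity at least 20 points away from the 100% control level, either lower or higher; inconclusive = compound flagged as likely green fluorescent, judged across all proteins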
Rab2 wt GTP: changes GTP binding to wildtype dog Rab2A, up or down. P61105. GST-Rab2 wt beads, Bodipy-GTP binding, flow cytometry. GTP binding activity, % at 10 µM. hit rate 0.19% among 190,000;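 active = GTP binding activity at least 20 points away from 100%, either lowered or raised; inconclusive = signal likely due to the compound's own green fluorescence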;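 also: 0% = beads with excess unlabeled GTP and 100% = no-compound control corrected for plate trend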
* = called active by the depositor; u = inconclusive; x = not tested or not shown.

SMILES	Rab7 wt modul	Cdc42 wt GTP	Avidin fluor	HRas wt GTP bind	Pf gametocyte	ABCB1 inh	Mcl1-Noxa inh	ABCG2 block	Rac1 act GTP bind	Rac1 wt modul	Rab2 wt GTP
O=C1NCCCc2c1no[n+]2[O-]	101	100	15	100	x	0.2	3	1	97	100	99
Cc1cccc(C(=O)NC(=S)Nc2ccccc2C(F)(F)F)c1	100	101	14	100	1	-0.6	6	-3	103	106	103
C/C(NCc1cccnc1)=C(\C#N)C(=O)NCc1ccccc1	100	100	20	99	x	0.6	12	5	98	99	100
COc1ccc(OC)c(-n2c(=S)[nH]c3cc(C(=O)N4CCC(C(N)=O)CC4)ccc3c2=O)c1	97	97	7	98	x	0.1	-14	1	96	96	96
CCc1ccccc1NC(=O)C(C)n1nc([N+](=O)[O-])c(Br)c1C (centres undefined)	104	106	9	104	-10	0.1	-2	-1	101	111	102
O=C(Cn1c(COc2ccccc2)nc2ccccc21)Nc1cc(Cl)ccc1Cl	101	103	22	102	4	0.4	11	28	101	108	100
CC1=NN(c2ccccc2)C(=O)C1N=Nc1ccccc1 (centres undefined)	97	99	12	100	x	0.2	30	9	99	99	100
CCCC1(C(=O)OC)NC(c2cc(OC)c(OC)c(OC)c2)C2C(=O)N(CC)C(=O)C21 (centres undefined)	97	101	19	99	x	0.1	-2	1	98	104	100
CN(Cc1ccccc1)C(NC(=O)c1ccccc1)C(Cl)(Cl)Cl (centres undefined)	98	96	x	100	x	0.0	-6	0	99	102	98
O=C(Nc1ccccc1)c1nn(-c2cccc(C(F)(F)F)c2)ccc1=O	100	94	11	97	x	0.6	-8	12	96	100	96

Next part, overlapping the part above by 2 compounds.
SMILES	Rab7 wt modul	Cdc42 wt GTP	Avidin fluor	HRas wt GTP bind	Pf gametocyte	ABCB1 inh	Mcl1-Noxa inh	ABCG2 block	Rac1 act GTP bind	Rac1 wt modul	Rab2 wt GTP
CN(Cc1ccccc1)C(NC(=O)c1ccccc1)C(Cl)(Cl)Cl (centres undefined)	98	96	x	100	x	0.0	-6	0	99	102	98
O=C(Nc1ccccc1)c1nn(-c2cccc(C(F)(F)F)c2)ccc1=O	100	94	11	97	x	0.6	-8	12	96	100	96
O=[N+]([O-])c1ccc(/C=N/Nc2nc(N3CCOCC3)nc(N3CCOCC3)n2)cc1	96	99	10	97	x	1.4	1	3	99	102	97
CC(Sc1nncn1C)C(=O)NCc1ccc2c(c1)OCO2 (centres undefined)	102	97	10	99	-3	-0.5	-1	0	97	104	98
c1ccc(-c2nc(-n3nc4ccccc4n3)nc3ccccc23)cc1	99	104	21	102	x	2.1	0	39	100	106	101
C=CCc1cc(C=O)cc(OCC)c1O	96	95	14	93	22	0.2	-3	0	92	98	94
CC(C)CC(=O)Nc1ccc(N2CCOCC2)cc1	95	101	39	99	x	0.0	-1	1	99	98	98
CC1=CC=CN2CC(O)CN=C12 (centres undefined)	100	100	26	99	x	0.2	10	1	98	99	100
CC(OC(=O)c1ccccc1Oc1ccccc1)C(=O)NC1CC1 (centres undefined)	103	100	13	101	1	1.5	12	4	98	100	100
Cc1ccc(-c2nc(NC(=O)c3nn(C)cc3[N+](=O)[O-])sc2C)cc1	97	99	6	99	x	-0.4	11	-1	98	99	97
NC(=O)c1cc(C(=O)c2ccccc2Cl)c[nH]1	97	98	9	94	-9	0.1	4	1	94	96	96
COc1ccc(-c2cc(C(=O)OCC(=O)N3CCCC3)c3ccccc3n2)cc1	101	98	39	99	x	1.4	9	4	96	97	97
Cc1nc([N+](=O)[O-])c(Sc2nc3ccccc3[nH]2)n1Cc1ccccc1	96	97	14	98	-5	2.3	19	66	99	100	96
COC(=O)CSc1cnc2ccccc2n1	98	101	12	98	x	0.1	-1	5	94	100	97
O=C1C2C3C=CC(C3)C2C(=O)N1CN(Cc1ccccc1)CN1C(=O)C2C3C=CC(C3)C2C1=O (centres undefined)	95	98	7	99	11	-0.1	4	0	97	100	96
Cc1ccc(NC(=O)CCCN2C(=O)c3cccc4cccc(c34)C2=O)cc1	101	101	14	100	-30	0.9	13	23	102	101	101
CC(=O)Nc1ccccc1C(=O)C(=O)Nc1ccc(C)c(F)c1	105	102	4	102	15	-0.3	9	8	99	105	102
O=C(CO/N=C/c1ccc(OC(F)F)cc1)NC1CCCC1	94	95	10	94	-6	-0.1	-15	2	95	95	96
O=C(CCC(=O)c1ccccc1)NCCc1c[nH]c2ccccc12	101	103	6	101	0	0.6	11	5	101	102	99
Cc1cc(C)cc(-n2nnc(C(=O)NCc3ccccc3Cl)c2N)c1	97	97	10	98	16	1.5	18	8	96	97	96
COc1nc(N)nc(NC23CC4CC(CC(C4)C2)C3)n1	101	101	17	100	x	1.4	13	7	99	102	103
COc1ccc(OC)c(-n2c(-c3cc(-c4ccc(F)cc4)n[nH]3)n[nH]c2=S)c1	95	97	8	97	x	0.3	x	1	94	94	95
COc1ccc(OC)c(/C=C/C(=O)OCC(=O)Nc2ccc3c(c2)OCCO3)c1	u	u	7	u	-4	2.8	-9	49	u	u	u
COc1ccc(CCNC(=O)C2CCCN2S(=O)(=O)c2ccc(F)cc2)cc1OC (centres undefined)	102	99	16	98	-11	0.7	19	1	97	102	98
Cc1nn(C(C)(C)C)c(OC(=O)c2cccs2)c1S(=O)(=O)c1ccccc1	98	98	11	100	5	0.3	-5	2	95	100	96
COc1ccc(OC)c(-c2cc(C(=O)NCCN3CCOCC3)no2)c1	97	101	7	99	x	0.3	11	4	100	105	99
CCC(C(=O)OCC(=O)Nc1ccc(C(N)=O)cc1)c1ccccc1 (centres undefined)	94	95	13	93	5	0.5	4	3	93	96	93
CC(=O)Nc1ccc(S(=O)(=O)NC(CC(=O)NC2CCCCC2C)C(C)C)cc1 (centres undefined)	101	102	5	99	2	0.5	14	1	99	105	101
CC(OC(=O)c1ccccc1Nc1ccc(SC(F)F)cc1)C(N)=O (centres undefined)	94	100	9	96	5	1.1	-7	44	99	102	97
CCN(CC)CCN1C(=O)c2oc3ccccc3c(=O)c2C1c1cccc(Br)c1 (centres undefined)	99	102	6	99	x	0.4	8	0	101	104	101
Cn1c(=O)[nH]c(=O)c2c1nc(Br)n2CCSc1nnnn1-c1ccccc1	91	101	19	98	5	0.2	-17	2	96	103	93
Cc1cccc(C)c1NC(=O)N1CCCCCCC1	108	100	9	100	6	2.1	0	23	98	101	99
CCN(CCn1cccn1)C(=O)CC1C(=O)NCCN1Cc1ccc(OC)c(OC)c1 (centres undefined)	103	94	13	99	-11	0.1	6	1	97	103	94
O=C(Oc1ccc(NC2=C(Cl)C(=O)c3ccccc3C2=O)cc1)c1ccc([N+](=O)[O-])cc1	99	97	4	98	x	4.9	92*	40	95	99	95
Cc1ccccc1NC(=O)CC1SC(=NC2CCCCC2)NC1=O (centres undefined)	105	108	9	105	x	0.4	7	1	101	108	107
CC1=NNC(=O)C1CCC(=O)N/N=C/c1c(Cl)cccc1Cl (centres undefined)	106	97	8	97	-8	0.3	25	1	97	99	99
CC(C)OCCCNC(=O)NC12CC3CC(CC(C3)C1)C2	96	98	32	99	x	0.0	-9	-1	96	98	98
COCCNC(=O)c1ccc(-c2csc(C)n2)cc1	100	95	9	96	4	0.0	-3	2	96	92	97
CC(C)NC(=O)CSCc1cccc(Br)c1	105	100	15	105	-13	0.8	15	3	98	102	105
CCC/C=N/NC(=O)c1cccc(Br)c1	103	91	7	96	-19	-0.5	6	-1	93	98	102
Cc1ccc(NC(=O)CN2C(=O)C3CC=CCC3C2=O)cc1S(=O)(=O)N1CCOCC1 (centres undefined)	92	94	11	93	16	-0.9	-6	-3	95	97	96
O=C(CN1C(=O)COc2ccccc21)NCCN1CCC(Cc2ccccc2)CC1	101	99	5	100	24	-0.1	-9	0	98	98	99
COC(=O)c1cn(CC(=O)NC2CCCCCC2)c2ccccc12	101	98	x	99	6	-0.2	0	0	96	100	99
CC(C)(C)c1ccc(OCc2ccc(C(=O)N/N=C3\CC4CC=CC34)cc2)cc1 (centres undefined)	102	95	13	101	-3	-0.5	20	-4	99	103	100
Nc1nc(-c2ccccc2)c(C(=O)Nc2ccccc2)s1	102	95	25	102	-4	0.1	-9	0	96	99	101
Cc1ccc(-n2[nH]c(C)c(C=Nc3ccc4[nH]c(=O)[nH]c4c3)c2=O)cc1	92	97	6	91	5	-1.3	62*	-9	96	93	89
CC(C)CCNC1=CC(=O)CC(c2ccccc2)C1 (centres undefined)	97	103	15	101	1	0.3	19	4	102	100	98
O=S(=O)(Nc1cccnc1)c1ccc(Cl)c(C(F)(F)F)c1	94	95	14	95	-22	1.0	3	3	92	94	95
Cc1ccc(CNC(=O)CCCNS(=O)(=O)c2cccc3nonc23)cc1	99	100	6	99	x	0.8	17	3	100	100	98
Cc1ccc(N=C2NC(=O)/C(=C\c3ccc(C)s3)S2)cc1	99	96	12	96	-15	-0.1	5	-2	95	98	99
Cn1c(=O)c(C(=S)NC(=O)C2CC2)c(N)n(Cc2ccccc2)c1=O	100	97	8	99	x	0.4	-56	-2	95	98	98
Cc1c(C(=O)O)sc2nc(SCC(=O)Nc3ccc(S(=O)(=O)NC(C)(C)C)cc3)[nH]c(=O)c12	96	96	14	94	x	-0.4	16	-1	92	99	93

(more compounds)
SMILES	Rab7 wt modul	Cdc42 wt GTP	Avidin fluor	HRas wt GTP bind	Pf gametocyte	ABCB1 inh	Mcl1-Noxa inh	ABCG2 block	Rac1 act GTP bind	Rac1 wt modul	Rab2 wt GTP
O=C(CNC(=O)c1ccc2c(c1)OCCO2)N/N=C/c1cccc(Br)c1	98	94	11	96	3	0.5	22	8	94	96	92
Cc1ccc(-n2ccnc2SCC(=O)N(CC(C)C)C2CCS(=O)(=O)C2)c(C)c1 (centres undefined)	94	97	25	96	x	0.1	-8	-1	94	97	95
O=C(c1ccc(Br)cc1)c1sc(N2CCOCC2)nc1-c1ccccc1	105	95	14	96	x	0.0	1	4	93	100	97
Cc1nc(/C(N)=N/OC(=O)Cc2ccccc2)no1	94	96	14	94	4	0.0	-12	0	96	96	95
COc1ccc2cc(C(=O)Nc3ccc(S(N)(=O)=O)cc3)sc(=O)c2c1OC	103	97	14	101	10	-0.3	-17	-2	96	100	99
COc1ccc(OCCNS(=O)(=O)Cc2ccccc2)cc1	99	102	13	99	x	0.6	7	2	101	105	99
Cc1ccc(C)c(C(=O)Nc2c(C(N)=O)oc3ccccc23)c1	101	102	21	98	x	0.0	32	0	96	99	98

Outcome played no part in choosing rows; any-hit rate near 2.3%.
